# Compound activity deposited in PubChem BioAssay by several laboratories.
# TRPC4 agonist: activators of mouse TRPC4 channel, primary screen, Fluo4 calcium, HEK293 TRPC4beta/mu-opioid cells. Short transient receptor potential channel 4 (Mus musculus), Q9QUQ5. Fluo4 calcium fluorescence; stronger effect = higher value. B-score at 10 µM. 310,000 compounds, 0.49% hits;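 active = B-score above 5 SD of library B-scores, and initial fluorescence ratio not above library mean plus 5 SD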;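 note: positive B-score marks a calcium rise read as TRPC4 activation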
# Target sequence (Q9QUQ5 whole entry, looked up): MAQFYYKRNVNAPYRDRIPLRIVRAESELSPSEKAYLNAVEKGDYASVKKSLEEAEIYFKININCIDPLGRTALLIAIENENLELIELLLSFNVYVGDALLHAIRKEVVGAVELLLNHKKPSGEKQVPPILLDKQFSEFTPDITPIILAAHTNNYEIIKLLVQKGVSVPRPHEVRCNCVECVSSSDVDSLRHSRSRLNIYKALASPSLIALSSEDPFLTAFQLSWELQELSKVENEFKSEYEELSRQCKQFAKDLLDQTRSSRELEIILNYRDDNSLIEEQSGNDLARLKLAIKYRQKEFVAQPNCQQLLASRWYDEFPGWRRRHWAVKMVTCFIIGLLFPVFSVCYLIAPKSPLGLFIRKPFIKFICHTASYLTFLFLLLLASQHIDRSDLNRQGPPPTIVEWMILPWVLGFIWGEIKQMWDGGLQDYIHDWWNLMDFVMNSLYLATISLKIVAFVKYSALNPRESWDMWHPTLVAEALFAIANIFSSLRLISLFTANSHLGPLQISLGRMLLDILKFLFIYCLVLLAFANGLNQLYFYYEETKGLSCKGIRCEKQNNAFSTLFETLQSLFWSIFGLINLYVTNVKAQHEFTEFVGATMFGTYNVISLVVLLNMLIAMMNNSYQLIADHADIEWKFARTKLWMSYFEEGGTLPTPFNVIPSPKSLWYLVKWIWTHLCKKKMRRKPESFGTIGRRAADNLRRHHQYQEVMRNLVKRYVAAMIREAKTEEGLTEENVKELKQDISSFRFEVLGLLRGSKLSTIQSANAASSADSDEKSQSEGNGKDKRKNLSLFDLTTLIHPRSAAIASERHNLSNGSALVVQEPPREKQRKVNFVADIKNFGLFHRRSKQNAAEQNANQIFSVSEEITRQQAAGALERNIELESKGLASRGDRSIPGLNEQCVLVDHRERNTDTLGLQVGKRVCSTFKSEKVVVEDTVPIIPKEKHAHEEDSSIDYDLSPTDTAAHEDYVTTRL
#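 System: HEK293 cells stably co-expressing mouse TRPC4beta and mu-opioid receptor; Schedule: Fluo4 dye loading 45 min at room temperature, 110 s recording; Detection: Fluo4 fluorescence, kinetic; Evaluation: B-scored integrated calcium fluorescence ratio; Controls: buffer (low) and maximal DAMGO (high).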
# KCNQ1 pot: potentiators or activators of KCNQ1 channel, primary screen, cell-based, thallium flux, high-throughput; 310,000 compounds, 0.35% hits; B-score at 10 µM; CHO-K1 KCNQ1, thallium flux FluxOR fluorescence; stronger effect = higher value; Potassium voltage-gated channel subfamily KQT member 1 (Homo sapiens), P51787;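 active = fluorescence ratio B-score, a plate-corrected score, at least three library SD, with initial intensity B-score within 5 SD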
#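 Assay system: CHO-K1 cells stably expressing KCNQ1. Medium: assay buffer for compound exposure, DMSO matched across wells. Timing: 37 °C overnight plating, 90-min dark dye load, 20-min compound pretreatment. Signal: kinetic FluxOR fluorescence, 10 s baseline plus 110 s post-stimulus.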
# KCNK9 block: KCNK9 potassium channel inhibitors, primary screen, HEK293 cells, thallium flux. 310,000 compounds, 1.2% hits. B-score at 10 µM. FluxOR thallium flux fluorescence; stronger effect = lower value;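 active = ratio B-score over 3 SD below the library mean, with starting fluorescence within 5 SD of its mean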;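 note: negative B-score means less thallium flux so channel inhibition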
# TMEM16A act: TMEM16A chloride channel activators or potentiators, primary screen, cell-based, HTS | Anoctamin-1 (Mus musculus), Q8BHY3 | HEK293 TMEM16A/YFP-H148Q/I152L, iodide quench fluorescence; stronger effect = lower value | B-score at 10 µM | 340,000 compounds, 0.3% hits | AID 623877, 2012;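 active = fluorescence-ratio B-score plate-corrected deviation score at least 3 library SD below zero, with starting fluorescence score within 5 deviations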;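 note: channel opened by trigger with iodide after compound preincubation; score built on the fluorescence ratio of max minus min over baseline; more negative score means more quench and so TMEM16A activation or potentiation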
# HDAC3 inh: HDAC3 deacetylase inhibitors, primary screen, biochemical, fluorescence, cell-free homogeneous. 320,000 compounds, 0.15% hits. inhibition, % at 8.3 µM. recombinant HDAC3, fluorogenic peptide/trypsin coupled. AID 2718, 2010. Histone deacetylase 3 (Homo sapiens), O15379; in the data active = inhibition above about 26%, passing the limit was not always enough; inconclusive = no clear call, values can overlap the other calls
# TMEM16A inh: TMEM16A chloride channel inhibitors, primary screen, cell-based, HTS. Anoctamin-1 (Mus musculus), Q8BHY3. HEK293 TMEM16A/YFP iodide influx fluorescence, ionomycin. normalized B-score (activity score, 25-100; higher = stronger inhibition) at 10 µM. 310,000 compounds, 1.2% hits. AID 588511, 2011;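 active = ratio plate-corrected score three or more library SD toward inhibition, starting fluorescence score within five deviations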;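 note: score derived from kinetic fluorescence span divided by baseline fluorescence per well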
# TRPC4 PAM: positive allosteric modulators of TRPC4, primary screen, cell-based, mouse TRPC4beta, HEK293 mu-opioid, Fluo-4 calcium. Short transient receptor potential channel 4 (Mus musculus), Q9QUQ5. DAMGO EC20, Fluo-4 Ca2+ flux; stronger effect = higher value. B-score at 10 µM. 310,000 compounds, 0.42% hits;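 active = B-score of calcium response area above 5 SD of library B-scores, with initial fluorescence ratio within 5 SD of library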;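 note: B-score of integrated fluorescence ratio over time as area under calcium response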
# KCNK3 inh: human KCNK3 channel inhibitors, primary screen, CHO cells, FluxOR thallium flux, B-score; Potassium channel subfamily K member 3 (Homo sapiens), O14649; FluxOR fluorescence; stronger effect = lower value; B-score at 10 µM; 340,000 compounds, 0.84% hits;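 active = B-score under library mean minus 4 SD, starting fluorescence ratio at most library mean plus 5 SD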;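 note: more negative B-score means stronger inhibition of thallium flux through KCNK3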
# hERG rescue: hERG rescue from dofetilide block, primary screen, cell-based, CHO-hERG, FluxOR thallium flux, dofetilide IC70; activation (rescue from dofetilide block), less the hit threshold, % at 10 µM; Voltage-gated inwardly rectifying potassium channel KCNH2 (Homo sapiens), Q12809; dofetilide IC70 present; 310,000 compounds, 0.51% hits;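 active = activation above the mean of controls blocked by dofetilide plus 5 SD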;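 note: thallium influx through hERG after potassium depolarization seen as dye fluorescence rise; in these data hits start at about 4.7%; inactives centre near -7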
# DYRK1A inh: rat Dyrk1A kinase inhibitors, primary screen, biochemical, single point, plate reader | ADP-Glo luminescence, NFATc1 peptide | Dual specificity tyrosine-phosphorylation-regulated kinase 1A (Rattus norvegicus), Q63470 | inhibition, % at 12.5 µM | 310,000 compounds, 0.43% hits; in the data active = inhibition above about 50%;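 note: plate controls were vehicle with enzyme for no effect and no enzyme for full effect; many of its hits are not listed in these tables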
# KCNQ1 block: inhibitors of human KCNQ1 channel, primary screen, cell-based, thallium flux, high-throughput; B-score at 10 µM; CHO-K1 KCNQ1, FluxOR thallium flux fluorescence; stronger effect = higher value; 310,000 compounds, 1.3% hits; Potassium voltage-gated channel subfamily KQT member 1 (Homo sapiens), P51787;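 active = compounds whose thallium flux B-score, printed positive for inhibition, exceeds three library SD while starting fluorescence stays within three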;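 note: channel opened by potassium depolarization with thallium stimulus after 20 min compound exposure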
# Active calls of the source: *; i = inactive; ? = inconclusive; . = no result given. This is a subset; the hit share may differ from the screen's.
SMILES,TRPC4 agonist,KCNQ1 pot,KCNK9 block,TMEM16A act,HDAC3 inh,TMEM16A inh,TRPC4 PAM,KCNK3 inh,hERG rescue,DYRK1A inh,KCNQ1 block
Cn1c(=O)c(C=Nc2ccccc2)c(O)c2ccccc21,i,i,i,.,-6,i,i,.,-11,.,i
C=CCOc1c(CNn2nnnc2N)cccc1OC,i,i,i,i,-5,i,i,i,-4,-10,i
CCNC(=S)N1CCC(n2cnc3ccccc32)CC1,i,i,i,i,3,i,i,i,-4,-1,i
CCC(C)(C)n1nnnc1C(c1cccnc1)N1CCCC(C)C1 (stereo not given),i,i,i,i,.,i,i,i,-7,-1,i
COc1ccccc1N1CCN(S(=O)(=O)c2ccc3c4c(cccc24)C(=O)N3C)CC1,i,i,i,.,.,.,i,.,-7,.,i
O=C(C1CCC(Cn2c(=S)[nH]c3ccccc3c2=O)CC1)N1CCN(c2ccccc2)CC1 (stereo not given),i,i,i,i,-7,i,i,i,-12,4,i
Cc1ccc(C)c(S(=O)(=O)Nc2ccc(O)c(C(=O)O)c2)c1,i,i,i,i,3,i,i,i,-5,4,i
COc1ccc(OC)c(NC(=O)COC(=O)Cc2ccc(-c3ccccc3)cc2)c1,i,i,i,i,0,i,21*,i,-9,-1,i
CCOc1ccc(OCC(=O)Nc2ccc(OC)cc2)cc1,i,i,i,i,-4,i,i,i,-6,1,i
CC(C)C[C@H]1CN=C(N(C)C)N1CC1CCCC1,.,.,.,i,4,i,.,i,.,3,.
CCN1CCSc2ccc(C(=O)NCc3cc(Br)ccc3OC)cc21,i,i,-7*,i,-42,i,i,i,-11,13,i
COc1ccc(-n2nnc3c(=O)n(Cc4ccccc4C)cnc32)cc1,i,i,i,i,2,i,i,i,-9,0,i
N/C(Cc1ccc([N+](=O)[O-])cc1)=N\OC(=O)COc1ccccc1Cl,i,i,i,i,-5,i,i,i,-12,0,i
O=C(c1ccccc1Cl)c1c(O)c2ccccc2oc1=O,i,i,i,i,-1,i,i,i,-5,18,i
Cc1ccc(-n2cnnn2)cc1Cl,i,i,i,i,0,i,i,i,-5,6,i
COc1cccc(-c2noc(CCCC(=O)N3CCOCC3)n2)c1,i,i,i,i,-3,i,i,i,-12,-3,i
NC(=O)c1ccsc1NC(=O)c1cc(=O)c2ccccc2o1,.,.,.,i,-11,i,.,i,.,13,.
O=C(O)c1cc(-c2ccc(-c3c(-c4ccc5c(c4)OCO5)noc3-c3ccsc3)cc2)nc2ccccc12,i,i,i,i,4,100*,i,i,-14,-5,i
CCNc1nc(NC(C)C)nc(N(C#N)CC(=O)OC)n1,i,i,i,i,-3,i,i,i,-8,8,i
Fc1ccccc1C1c2cccn2CCN1C(=S)Nc1cccc(Br)c1 (stereo not given),i,i,-11*,i,8,i,i,i,-8,.,i
COc1ccc2nc(SCC(=O)N3CCCCC3)c(C#N)cc2c1,i,i,i,i,4,i,i,i,-6,2,i
Nc1nc(-c2cccs2)c(CC(=O)O)s1,i,i,i,i,-1,i,i,i,-8,3,i
OCc1ccccc1O[C@@H]1O[C@H](CO)[C@@H](O)[C@H](O)[C@H]1O,i,i,i,i,5,i,i,i,-2,2,i
COc1ccc(OCC(=O)N(C)Cc2ccccc2)cc1,i,i,i,i,-8,i,i,i,-4,1,i
O=C(CN1CCOCC1)Nc1ccc2c(c1)OCCO2,i,i,i,i,.,i,i,i,-5,-4,i
O=C(COCc1cc(-c2ccc3c(c2)OCO3)on1)Nc1cccnc1Cl,i,i,i,i,-1,i,i,i,-8,2,i
COc1ccc(CNC(=O)c2ccc(CNc3c(NC4CCCCC4)c(=O)c3=O)cc2)cc1,i,i,i,i,11,i,i,i,-1,6,i
O=C(CC(c1ccccc1)c1ccccc1O)N1CCCCC1 (stereo not given),i,i,i,i,-1,i,i,i,-8,.,i
Cc1ccc(C(=O)Cn2nnc(-c3ccccc3)n2)cc1,i,i,i,i,-4,i,i,i,-6,2,i
O=C1CC2(CCN(C(=O)COc3ccc(F)cc3)CC2)Oc2ccccc21,i,i,i,i,-4,i,i,i,-12,-2,i
Cc1cc(=O)oc2cc(OCC(=O)OCC(=O)Nc3ccc4ccccc4c3)ccc12,i,i,i,i,-13,i,i,i,-4,-1,i
N#Cc1ccccc1CN1C(=O)c2ccccc2S1(=O)=O,i,i,i,i,-2,i,i,i,-5,.,i
Cc1[nH][nH]c(=O)c1C=Nc1ccc(C(F)(F)F)cc1,i,i,i,i,0,i,i,i,-8,-6,i
O=[N+]([O-])c1ccc(OC(F)F)c(/C=N/n2cnnc2)c1,i,i,i,i,-4,i,i,i,-12,-8,i
N#Cc1cccnc1N1CCN(C(=O)c2ccccc2)CC1,i,i,i,i,-10,i,i,i,-6,0,i
CN1CCN(NC(=O)c2cccs2)CC1,i,i,i,i,-8,i,i,i,-11,.,i
COc1ccc(-c2c3c(=O)n(C)c(=O)n(C)c3cn2NC(C)=O)cc1,i,i,i,i,-3,i,i,i,-3,2,i
O=C(COc1ccc(/C=N/NC(=O)c2ccccc2)cc1)Nc1ccc([N+](=O)[O-])cc1,i,i,i,i,0,i,i,i,-1,20,i
CCN1CCN(C(CNS(=O)(=O)c2ccc(OC)cc2)c2cccnc2)CC1 (stereo not given),i,i,i,i,.,i,i,i,-8,3,i
COc1ccc(CC(=O)N(Cc2ccccc2)C(C)C)cc1,i,i,i,i,5,i,i,i,-5,-4,i
CC(NC(=O)C(C)N1C(=O)c2ccccc2C1=O)c1ccccc1 (stereo not given),i,i,i,i,0,i,i,i,-4,-5,i
CCc1cccc(NC(=O)C2CCCN(S(=O)(=O)c3c(C)[nH]c(=O)[nH]c3=O)C2)c1 (stereo not given),i,i,i,i,-2,i,i,i,-6,.,i
O=C(Cn1cc(C(=O)C2CC2)c2ccccc21)Nc1ccc(F)cc1,i,i,i,i,-12,i,i,i,-1,-5,i
CC1C(=O)N2CCCc3cc(NC(=O)COc4ccccc4)cc1c32 (stereo not given),i,i,i,i,4,i,i,i,-11,12,i
CC(C)c1csc(CN2CCC(n3nccc3NC(=O)Cc3ccccc3)CC2)n1,i,i,i,i,4,i,i,i,-8,.,i
O/N=C/c1cc(Cl)ccc1OCc1ccccc1Cl,i,i,i,i,6,i,i,i,-8,7,i
Nc1cc(=O)[nH]c(SCC(=O)Nc2ccccc2Sc2ccccc2)n1,i,i,i,i,1,i,i,i,-9,-2,i
COC(=O)c1cc(S(=O)(=O)Nc2ccc(C)c(F)c2)c[nH]1,i,i,i,i,4,i,i,i,-4,-2,i
CCn1c(=S)sc2c(=O)n(CC(=O)Nc3cccc(Cl)c3)c(C)nc21,i,i,i,i,0,i,i,i,-14,-5,i
CSCCC(NS(=O)(=O)c1ccc(C)cc1)C(=O)Nc1ccc(C)cn1 (stereo not given),i,i,i,i,5,i,i,i,-6,1,i
COc1ccc(CNS(=O)(=O)c2c(C(=O)N3CCCCCC3)c(C)n(C)c2C)cc1,i,i,i,i,2,i,i,i,-3,4,i
CN(C)S(=O)(=O)n1cc(/C=C(\NC(=O)c2ccccc2)C(=O)NCCN2CCOCC2)c2ccccc21,i,i,i,i,1,i,i,i,-13,.,i
Cc1cc2c(cc1S(=O)(=O)NCc1ccccc1)NC(=O)CO2,i,i,i,i,.,i,i,i,-5,6,i
COc1cccc(OC)c1C(=O)NC(=S)N1CCCCC1c1cccnc1 (stereo not given),i,i,i,i,0,i,i,i,-5,5,i
COc1ccc(CNN2CCCCC2C(=O)Nc2ccc(OC)c(OCC(C)C)c2)cc1OC (stereo not given),i,i,i,i,6,i,i,i,-13,-1,i
COCCN1C(=O)C(=O)/C(=C(/O)c2ccc(S(=O)(=O)N3CCOCC3)cc2)C1c1cccc(Cl)c1 (stereo not given),i,i,i,i,3,i,i,i,-9,7,i
CCN(CC(=O)Nc1cc(Cl)ccc1C)C(=O)c1ccc(=O)n(Cc2ccccc2)n1,i,i,i,i,-2,i,i,i,-16,-8,i
CN(C)S(=O)(=O)c1cc(NC2CC(=O)N(c3ccc(F)cc3)C2=O)ccc1Cl (stereo not given),i,i,i,i,6,i,i,i,-1,-2,i
COc1ccc(OC)c(S(=O)(=O)NCC(c2ccc(F)cc2)N2CCN(C)CC2)c1 (stereo not given),i,i,i,i,3,i,i,i,-13,-13,i
CC1=NN(c2ccc(C)cc2)C(=O)/C1=C\C=C\c1ccccc1,i,i,i,i,4,i,i,i,-3,0,i

# The results go on:
SMILES,TRPC4 agonist,KCNQ1 pot,KCNK9 block,TMEM16A act,HDAC3 inh,TMEM16A inh,TRPC4 PAM,KCNK3 inh,hERG rescue,DYRK1A inh,KCNQ1 block
COc1cccc(OCCNS(=O)(=O)c2cccc([N+](=O)[O-])c2)c1,i,i,i,i,-3,i,i,i,-22,13,i
Cc1ccc(S(=O)(=O)CCSc2nc(C)cc(C(F)(F)F)c2C#N)cc1,i,i,i,i,?,i,i,i,-9,1,i
OC12CCCCC1C(c1ccc3c(c1)OCO3)N(Cc1cccc(F)c1)CC2 (stereo not given),i,i,i,i,.,.,i,i,-11,2,i
CCc1ccc(OCCOCCN2CCN(C)CC2)cc1,i,i,i,i,-7,i,i,i,-4,7,i
O=c1[nH]c(COc2ccccc2)nc2ccccc12,i,i,i,i,0,i,i,i,1,1,i
CCN(C(=O)CN1C(=S)NC(C)(C)CC1C)c1ccc(C)c(C)c1 (stereo not given),i,i,i,i,-6,i,i,i,-7,2,i
